PDI inh: blocks human protein disulfide isomerase activity; P07237; PDI insulin aggregation turbidity, A650, 90 min; inhibition, % at 10 µM; actives 0.052% (n = 350,000); AID 588391;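 active = mean inhibition across replicates of 30% or more, whatever share of single replicates reach that level; inconclusive = mean inhibition below 30% while every single replicate reaches 30%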;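 note: absorbance from insulin aggregation driven by PDI reduction with DTT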
Target sequence (P07237 whole entry, looked up): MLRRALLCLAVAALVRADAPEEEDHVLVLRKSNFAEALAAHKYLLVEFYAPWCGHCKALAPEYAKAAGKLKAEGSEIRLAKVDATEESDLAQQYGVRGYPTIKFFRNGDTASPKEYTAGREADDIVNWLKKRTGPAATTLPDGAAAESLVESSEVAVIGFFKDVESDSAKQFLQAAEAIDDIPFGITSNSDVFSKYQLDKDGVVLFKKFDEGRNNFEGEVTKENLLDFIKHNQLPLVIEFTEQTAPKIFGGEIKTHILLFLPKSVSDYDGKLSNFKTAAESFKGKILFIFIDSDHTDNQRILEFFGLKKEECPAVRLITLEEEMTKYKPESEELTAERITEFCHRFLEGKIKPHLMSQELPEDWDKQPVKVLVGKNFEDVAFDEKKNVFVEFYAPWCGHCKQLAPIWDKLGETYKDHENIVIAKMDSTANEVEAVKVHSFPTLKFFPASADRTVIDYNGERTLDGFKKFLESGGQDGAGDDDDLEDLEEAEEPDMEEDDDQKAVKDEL
KKLEB tox: CF airway cell cytotoxicity counter-screen; actives 0.36% (n = 360,000); activity change (cytotoxicity), % at 5 µM; KKLEB CF airway cells viability, ATPlite luminescence, overnight; hits give low values; cells stimulated with P. aeruginosa culture filtrate;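 active = corrected activity change at or below -50% at 5 µM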
CaV13 FRET inh: Primary screen for inhibitors of IQ motif and Ca2+-dependent inactivation inhibitor domain binding in CACNA1D, Förster resonance energy transfer in living cells, …; HEK cells, CFP/YFP FRET ICDI-IQ, plate reader, 10 min; percent FRET-ratio fall versus neutral wells; inhibition, % at 12.3 µM; actives 0.098% (n = 340,000);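 active = mean replicate inhibition of at least 30% and at least 1% of replicates passing that level; inconclusive = only one of the two criteria is met; inactive = neither criterion is met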;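 note: 0% = median of the neutral control wells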
NR2E3 ag-1: human photoreceptor-specific nuclear receptor agonism | Q9Y5X4 | CHO-S Gal4-NCOR/VP16-NR2E3 two-hybrid, luciferase | inhibition of corepressor binding, % at 3.98 µM | actives 0.35% (n = 360,000) | AID 602229;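 active = inhibition above the mean of all tested compounds plus 3 SD, cut at about 70% in these data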;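 note: 0% = DMSO with NR2E3 transfected cells and 100% = cells lacking NR2E3 construct; higher means lower luciferase signal from less NR2E3 corepressor binding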
Target sequence (Q9Y5X4 whole entry, looked up, the tested form may be a part): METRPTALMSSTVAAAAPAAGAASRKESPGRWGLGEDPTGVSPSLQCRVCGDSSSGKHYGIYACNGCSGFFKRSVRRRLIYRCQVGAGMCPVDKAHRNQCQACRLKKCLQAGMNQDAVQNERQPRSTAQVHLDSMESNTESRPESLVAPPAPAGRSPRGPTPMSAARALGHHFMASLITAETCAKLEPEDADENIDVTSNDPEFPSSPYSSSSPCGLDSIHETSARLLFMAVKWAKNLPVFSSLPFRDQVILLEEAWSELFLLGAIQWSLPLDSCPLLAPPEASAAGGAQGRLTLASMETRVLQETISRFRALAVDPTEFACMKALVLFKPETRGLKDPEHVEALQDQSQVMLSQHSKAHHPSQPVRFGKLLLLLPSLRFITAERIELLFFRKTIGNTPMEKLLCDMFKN
NR2E3 ag-2: NR2E3 (human) agonism. Q9Y5X4. GST-NR2E3/biotin-RetCOR TR-FRET, 1536-well. inhibition of corepressor binding, % at 4.78 µM. actives 0.12% (n = 320,000). AID 2300;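 active = percent inhibition above the cutoff of mean plus 3 SD of all tested compounds, set per screening campaign, cut at about 20% in these data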;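 note: 0% = DMSO wells and 100% = biotin wells as full block of FRET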
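Assay system: NR2E3–RetCOR corepressor complex. Quantity: 1.35 nM GST-NR2E3. Buffer or medium: pH 7.5 Tris-based buffer. Reagent: biotinylated RetCOR corepressor at 7 nM final. Schedule: 5 h at 4 °C. Detection: TR-FRET, emission read at 617 and 671 nm. Replicates: one well per compound, singlicate testing.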
HIF-2a block: blocks HIF-2a reporter activity | 786-0 RCC cells HIF-2a reporter, luciferase luminescence, overnight | inhibition, % at 18.8 µM | actives 0.72% (n = 360,000) | AID 624352;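 active = inhibition of the luminescence signal of 40% or more relative to plate controls, in a single-dose primary screen at 18.75 µM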
Vif imaging: inhibitors of HIV Vif. HEK293T cells, Vif self-association by quenched fluorescence, imaging, 24 h. actives 0.35% (n = 340,000). inhibition, % at 7.49 µM; in the data active = inhibition above about 50%, passing the limit was not always enough; inconclusive = no clear call, values can overlap the other calls; inactive = below about 31%; note: some results filed as inactive read as strong as hits
Shn3 3UTR inh: Schnurri-3 reporter inhibition in Clone20 osteoblasts; Clone20 osteoblast Shn3 3'UTR firefly luciferase, 24 h; inhibition, % at 12.5 µM; actives 0.52% (n = 360,000); AID 588674;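 active = mean inhibition of at least 75% with every replicate also reaching 75%; inconclusive = mean inhibition at least 75% but some replicate below; inactive = mean inhibition below 75%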;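 note: 0% = median of neutral control wells and 100% = pilot-screen positive control compound; some compounds past the cut are filed as inactive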
CF NFkB block: inhibitors of cystic fibrosis induced NF-kB. KKLEB NF-kB-GFP reporter, PAF-induced, GFP fluorescence overnight. inhibition, % at 5 µM. actives 0.86% (n = 360,000). AID 588850;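 active = at least 50% inhibition at 5 µM, scaled per plate between neutral and stimulator controls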;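 note: PAF is a Pseudomonas aeruginosa culture filtrate used as stimulus; plate controls were PAF-stimulated DMSO wells for no effect and unstimulated DMSO wells for full effect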
Peg3 promoter: Peg3 promoter activity inhibition; inhibition, % at 20 µM; actives 1.7% (n = 360,000); HeLa PEG-Prom luciferase reporter, luminescence, overnight;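 active = inhibition of at least 50% at 20 µM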
TRPM1 prom inh: MITF TRPM1 promoter inhibition in SK-MEL-5 cells. actives 0.83% (n = 330,000). SK-MEL-5 TRPM1 promoter luciferase, 24 h. inhibition, % at 12.5 µM;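 active = mean inhibition across replicates of 60% or more, whatever share of single replicates reaches that level; inconclusive = some that reach 60%, reason not given; inactive = mean inhibition across replicates below 60%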; note: values of inactives mirror those of a sister screen read the other way
Starred values were filed as active, the others as inactive; ? = inconclusive; . = no result given.

Letters: A = PDI inh; B = KKLEB tox; C = CaV13 FRET inh; D = NR2E3 ag-1; E = NR2E3 ag-2; F = HIF-2a block; G = Vif imaging; H = Shn3 3UTR inh; I = CF NFkB block; J = Peg3 promoter; K = TRPM1 prom inh
C[C@@H]1CN([C@@H](C)CO)C(=O)c2cc(NC(=O)C3CCCCC3)ccc2O[C@@H](C)CCCCO[C@@H]1CN(C)C(=O)CCCN(C)C
  A: -1	B: 7	C: .	D: 3	E: .	F: 13	G: 11	H: 1	I: -8	J: -11	K: .

COc1cc(NS(=O)(=O)c2ccc(NC(=S)NC(=O)c3cccs3)cc2)nc(OC)n1
  A: -2	B: 5	C: -3	D: -19	E: 2	F: 7	G: 0	H: 5	I: -12	J: 8	K: -7

Cc1ccc(C(=O)c2sc(Nc3ccccc3)c(C#N)c2N)cc1
  A: 10	B: -22	C: -6	D: -10	E: 1	F: 1	G: -5	H: 26	I: 22	J: 39	K: 12

CCOC(=O)c1cnc2nc(COc3ccccc3)[nH]n2c1=O
  A: 2	B: 7	C: -4	D: -20	E: -2	F: 14	G: -9	H: 6	I: 3	J: -8	K: 2

O=C(CN1C(=O)NC2(CCCC2)C1=O)NCCc1ccccc1
  A: -9	B: 0	C: -6	D: -4	E: .	F: 13	G: 5	H: -2	I: 3	J: 7	K: -3

CNS(=O)(=O)c1cn(CC(=O)NCc2ccccc2OC)cc1S(=O)(=O)NC
  A: -4	B: 14	C: -4	D: -3	E: 0	F: 8	G: 5	H: -1	I: -8	J: 5	K: -2

COc1ccc(N2CCN(Cc3nc4scc(-c5ccccc5)c4c(=O)[nH]3)CC2)cc1
  A: 4	B: 7	C: -3	D: 17	E: 0	F: 20	G: .	H: 28	I: -13	J: 13	K: 1

Cc1cc(C)c2nc(-c3ccccn3)cc(C(=O)NCc3ccco3)c2c1
  A: 1	B: 10	C: -2	D: -9	E: 2	F: -28	G: 37	H: -9	I: -4	J: 7	K: 12

COc1ccc(C2CCCN2C(=O)Nc2ccccc2)cc1OC (configuration not stated)
  A: 12	B: 0	C: -5	D: -28	E: 3	F: -26	G: 12	H: -7	I: 2	J: -15	K: -7

O=C(/C=C/c1ccc(Cl)cc1)NC(=S)Nc1ccc(C(=O)O)cc1
  A: 1	B: -1	C: -15	D: -7	E: 2	F: -4	G: 9	H: -15	I: 1	J: 6	K: -17

O=S1(=O)CCO[C@H]2Cc3ccccc3[C@H]2N1Cc1ccccc1Br
  A: 0	B: -1	C: 0	D: 8	E: 2	F: 8	G: -7	H: 21	I: 0	J: 17	K: -5

COc1ccc(-c2c[n+]3c(n2-c2ccccc2)SCC3)cc1OC
  A: -5	B: 4	C: 1	D: 22	E: -4	F: 11	G: 1	H: -1	I: 1	J: 6	K: 4

COc1ccc(OC)c(C2C3=C(CCCC3=O)NC3=C2C(=O)CCC3)c1
  A: 5	B: -5	C: 0	D: 20	E: 3	F: 11	G: 15	H: 10	I: 5	J: 12	K: 0

COC(=O)C1=C(C)NC(=O)NC1c1ccccc1 (configuration not stated)
  A: -5	B: -2	C: -7	D: -5	E: 0	F: 9	G: 19	H: -40	I: 20	J: 8	K: 1

Cn1nnnc1SCCNC(=O)C1CCC(=O)N(Cc2cccc(C(F)(F)F)c2)C1 (configuration not stated)
  A: 0	B: -3	C: -12	D: -47	E: .	F: 2	G: .	H: 3	I: -24	J: 4	K: .

O=C(Nc1ccccc1N1CCCCC1)c1ccco1
  A: -3	B: -15	C: -5	D: -8	E: 3	F: -6	G: -7	H: 11	I: -4	J: 14	K: 5

COc1ccccc1N1CCN(C(=O)C2CCCN(S(=O)(=O)c3ccc(C)cc3)C2)CC1 (configuration not stated)
  A: -2	B: -21	C: -6	D: 43	E: 0	F: 3	G: -13	H: 66	I: 14	J: 16	K: 6

Cc1cc(C)nc(SCC(=O)N(C)C)n1
  A: 2	B: 9	C: 6	D: -8	E: 2	F: 11	G: -7	H: 6	I: -20	J: -10	K: 2

COc1cccc(O)c1CN1CCC(n2nccc2NC(=O)c2ccc3c(c2)OCO3)CC1
  A: -3	B: 8	C: -3	D: 6	E: -1	F: 3	G: 5	H: 3	I: -12	J: 11	K: -1

COc1ccc(S(=O)(=O)Nc2cc(Cl)ccc2-n2cncn2)cc1
  A: -6	B: 14	C: -5	D: 21	E: 3	F: 19	G: -3	H: 15	I: -6	J: 14	K: 7

CC(CN1CCN(C)CC1)OC(=O)c1cccc(F)c1 (configuration not stated)
  A: -2	B: -5	C: -1	D: 10	E: 0	F: 11	G: 2	H: -3	I: -3	J: 17	K: -1

Cc1ccc(C(=O)NNC(=O)CCCN2C(=O)/C(=C/c3ccccc3Cl)SC2=S)cc1
  A: 6	B: -10	C: -4	D: -2	E: 4	F: 87*	G: 1	H: -4	I: 20	J: 49	K: 7

CCN1CCN(c2ncnc3sc(C)c(-c4ccccc4)c23)CC1
  A: -2	B: -15	C: -3	D: -6	E: 1	F: 9	G: 19	H: 5	I: 7	J: 21	K: -8

O=c1c2ccccc2nc2n1CCN2
  A: -5	B: -10	C: -9	D: 8	E: 2	F: 8	G: .	H: 7	I: 10	J: 0	K: -3

O=C(NCCN1CCCC1)c1ccc2c(=O)n(CCc3ccccc3)c(=O)[nH]c2c1
  A: -6	B: 4	C: -4	D: -6	E: 0	F: -93	G: 0	H: -8	I: -1	J: -74	K: -50

O=C(O)COc1ccc(NC(=O)c2ccc3c(c2)C(=O)N(CC2CCCO2)C3=O)cc1 (configuration not stated)
  A: -6	B: 2	C: -6	D: 8	E: .	F: 5	G: 8	H: 6	I: -5	J: 6	K: .

Cc1ccc(NC(=O)c2sc3ncnc(N4CCN(c5ccccn5)CC4)c3c2C)c(C)c1
  A: -12	B: -10	C: -7	D: -32	E: -2	F: -39	G: 10	H: 6	I: 7	J: -4	K: 5

CCOc1ccc(N(CC(=O)N2CCCCCC2)S(C)(=O)=O)cc1
  A: -1	B: 2	C: -5	D: 11	E: -2	F: 0	G: ?	H: 8	I: 4	J: -1	K: -8

COc1ccc(NC(=O)C(NC(C)=O)C(=O)Nc2ccc(F)cc2)cc1 (configuration not stated)
  A: -12	B: 9	C: -18	D: -21	E: 0	F: 8	G: -2	H: 4	I: -3	J: 7	K: -6

Cc1ccc(C)c(S(=O)(=O)N2CCN(C(=O)c3ccccn3)CC2)c1
  A: 11	B: 20	C: -5	D: 15	E: -1	F: -5	G: 0	H: 9	I: -24	J: -4	K: -5

Carrying on.
Order of results – PDI inh	KKLEB tox	CaV13 FRET inh	NR2E3 ag-1	NR2E3 ag-2	HIF-2a block	Vif imaging	Shn3 3UTR inh	CF NFkB block	Peg3 promoter	TRPM1 prom inh
O=C(COc1ccc([N+](=O)[O-])cc1)Nc1ccc2c(c1)OCO2
    3	8	-5	-17	-2	-42	-1	-6	-33	-13	1
Cc1ccc(OCC(=O)N2CCCCCC2)c(C)c1
    10	-7	-7	-25	0	-99	.	-9	10	-18	-35
FC(F)(F)c1cnc(Nc2ccc(N3CCOCC3)cc2)c(Cl)c1
    -5	4	-5	3	3	-25	.	5	-10	-19	-6
Cn1c(C(=O)O)c(CC(=O)Nc2ccc(F)cc2F)c2ccccc21
    2	4	.	0	2	11	.	.	-11	4	3
O=C(CCCc1ccccc1)NC12CC3CC(CC(C3)C1)C2
    -1	5	-20	-67	-2	-222	-1	-64	-10	-343	-96
NC(=O)C1(c2ccccc2)OC1c1ccccc1 (configuration not stated)
    4	5	-5	10	6	-27	0	-9	14	-30	-17
CCOc1ccc(-n2c(SCC(=O)NC)nnc2-c2ccco2)cc1
    -3	-2	-3	-27	0	5	-2	4	-2	2	-4
Cc1cc(C)n2c(SCC(=O)Nc3ccccc3)nnc2n1
    .	0	-3	14	2	10	4	-14	-19	10	17
OCCNCCCCOc1cccc(Br)c1
    11	13	-5	-7	-2	10	-5	9	-2	6	-13
Cc1ccc(S(=O)(=O)N2C(=O)CCC2C(N)=O)cc1 (configuration not stated)
    4	13	-21	-1	.	19	0	-4	2	31	7
CSCCC(NC(=O)COc1ccccc1)C(=O)OCC(=O)c1ccccc1 (configuration not stated)
    0	-4	-7	-11	0	5	3	-8	12	-1	2
COc1cccc(S(=O)(=O)N2CCN(c3ccccc3F)CC2)c1
    1	-10	-4	12	4	18	-16	-3	5	8	0
C=CCc1ccc(OCC(O)CN2CCN(Cc3ccc(Cl)cc3)CC2)c(OC)c1 (configuration not stated)
    2	2	-3	1	-4	6	7	21	3	36	1

Copied from the entries so far, seven compounds:
Order of results – PDI inh	KKLEB tox	CaV13 FRET inh	NR2E3 ag-1	NR2E3 ag-2	HIF-2a block	Vif imaging	Shn3 3UTR inh	CF NFkB block	Peg3 promoter	TRPM1 prom inh
C[C@@H]1CN([C@@H](C)CO)C(=O)c2cc(NC(=O)C3CCCCC3)ccc2O[C@@H](C)CCCCO[C@@H]1CN(C)C(=O)CCCN(C)C
    -1	7	.	3	.	13	11	1	-8	-11	.
COc1cc(NS(=O)(=O)c2ccc(NC(=S)NC(=O)c3cccs3)cc2)nc(OC)n1
    -2	5	-3	-19	2	7	0	5	-12	8	-7
Cc1ccc(C(=O)c2sc(Nc3ccccc3)c(C#N)c2N)cc1
    10	-22	-6	-10	1	1	-5	26	22	39	12
CCOC(=O)c1cnc2nc(COc3ccccc3)[nH]n2c1=O
    2	7	-4	-20	-2	14	-9	6	3	-8	2
O=C(CN1C(=O)NC2(CCCC2)C1=O)NCCc1ccccc1
    -9	0	-6	-4	.	13	5	-2	3	7	-3
CNS(=O)(=O)c1cn(CC(=O)NCc2ccccc2OC)cc1S(=O)(=O)NC
    -4	14	-4	-3	0	8	5	-1	-8	5	-2
COc1ccc(N2CCN(Cc3nc4scc(-c5ccccc5)c4c(=O)[nH]3)CC2)cc1
    4	7	-3	17	0	20	.	28	-13	13	1

Compound activity: PubChem BioAssay, several laboratories
